Compound activity: PubChem BioAssay, several laboratories
NSD2 HMT inh – inhibitors of human histone methyltransferase NSD2; O96028; NSD2 peptide methylation, AlphaScreen, 120 min; inhibition, % at 12.5 µM; hit rate 0.54% among 310,000; AID 743445; in the data active means inhibition above about 50%
Target sequence (O96028 whole entry, looked up): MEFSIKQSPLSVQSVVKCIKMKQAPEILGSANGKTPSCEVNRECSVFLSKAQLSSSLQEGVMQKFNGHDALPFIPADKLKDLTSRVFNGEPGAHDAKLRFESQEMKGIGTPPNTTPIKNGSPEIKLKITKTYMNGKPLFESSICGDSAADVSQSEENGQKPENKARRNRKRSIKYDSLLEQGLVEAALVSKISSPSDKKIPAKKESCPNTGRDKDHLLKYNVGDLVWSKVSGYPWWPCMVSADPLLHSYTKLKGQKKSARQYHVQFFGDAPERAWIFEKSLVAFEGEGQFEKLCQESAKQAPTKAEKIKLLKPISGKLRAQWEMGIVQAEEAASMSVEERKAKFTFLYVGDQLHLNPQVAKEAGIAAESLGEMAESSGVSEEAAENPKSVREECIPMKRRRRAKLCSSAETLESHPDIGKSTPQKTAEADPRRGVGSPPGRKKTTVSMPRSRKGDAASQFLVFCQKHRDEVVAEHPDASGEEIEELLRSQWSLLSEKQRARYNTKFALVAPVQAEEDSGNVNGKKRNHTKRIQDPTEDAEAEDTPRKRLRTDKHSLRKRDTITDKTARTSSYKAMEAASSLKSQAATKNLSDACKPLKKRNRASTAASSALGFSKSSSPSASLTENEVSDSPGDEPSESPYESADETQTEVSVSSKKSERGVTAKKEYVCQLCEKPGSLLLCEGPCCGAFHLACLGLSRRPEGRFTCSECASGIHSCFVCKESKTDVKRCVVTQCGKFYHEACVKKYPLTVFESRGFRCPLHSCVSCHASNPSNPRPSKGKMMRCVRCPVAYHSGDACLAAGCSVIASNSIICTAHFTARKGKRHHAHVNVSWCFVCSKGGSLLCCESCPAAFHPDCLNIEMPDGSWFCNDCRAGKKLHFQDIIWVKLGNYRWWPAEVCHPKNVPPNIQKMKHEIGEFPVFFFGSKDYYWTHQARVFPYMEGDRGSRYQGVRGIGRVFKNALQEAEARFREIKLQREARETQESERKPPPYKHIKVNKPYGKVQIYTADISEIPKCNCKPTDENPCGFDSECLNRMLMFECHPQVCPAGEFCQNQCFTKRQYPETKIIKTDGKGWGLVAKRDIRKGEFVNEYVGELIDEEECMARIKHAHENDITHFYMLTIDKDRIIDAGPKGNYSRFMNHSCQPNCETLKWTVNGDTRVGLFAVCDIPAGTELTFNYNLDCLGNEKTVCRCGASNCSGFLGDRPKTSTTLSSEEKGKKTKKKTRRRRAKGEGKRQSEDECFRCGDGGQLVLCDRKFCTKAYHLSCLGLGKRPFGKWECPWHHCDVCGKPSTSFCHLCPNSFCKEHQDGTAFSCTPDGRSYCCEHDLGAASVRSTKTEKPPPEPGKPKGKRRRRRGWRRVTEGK
C-LANA FP – blocks KSHV LANA C-terminal domain binding to DNA. MBP-C-LANA/FAM-LBS DNA binding, fluorescence polarization. inhibition, % at 9 µM. hit rate 0.078% among 340,000;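 active means highest replicate inhibition at or above 60% at 9 µM, even if other replicates fall short; inactive means all replicates below 60% inhibition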;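 further: 0% = neutral control wells and 100% = 4 µM acridine orange control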
Mot1-301 SUMO – inhibitors of SUMOylation pathway: yeast Mot1-301 growth rescue; S. cerevisiae Mot1-301 growth rescue, ATP luminescence, 38.5C; percent above DMSO median, 100 means doubled; growth rescue, % at 18.8 µM; hit rate 1% among 320,000;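 active means every valid replicate shows activation above 250% relative to neutral control wells; inactive means the rest, any valid replicate at or below 250%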;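 further: OY570 slx delta 5 strain wells were the positive control but not used for scaling; some compounds called inactive have numbers as strong as hits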
CDK5 p35 inh – blocks human CDK5/p35 kinase activity. Recombinant CDK5/p35, ADP-Glo luminescence, 60 min. inhibition, % at 10 µM. hit rate 0.01% among 330,000. AID 488839;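 active means highest replicate inhibition of at least 50% and at least 75% of replicates reaching 50%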;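 further: plate controls were DMSO neutral control for no effect and GW8510 at 10 µM for full effect; many of its hits are not listed in these tables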
Keap1-Nrf2 PPI – Keap1-Nrf2 (human) interaction inhibition; Q14145; Keap1 Kelch-Nrf2 peptide fluorescence polarization, 1536-well; inhibition, % at 9.4 µM; hit rate 0.15% among 340,000; in the data active means inhibition above about 12%;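 further: human Keap1 Kelch domain with fluorescein labeled Nrf2 9mer peptide probe; 0% = neutral control wells and 100% = peptide positive control; higher means more block of Keap1 binding to Nrf2 peptide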
dFosB activator – enhances mouse delta FosB homodimer DNA binding; purified delta FosB, TAMRA-CDK5 oligo fluorescence polarization; percent of positive-control signal above neutral wells; activation, % at 25 µM; hit rate 0.99% among 340,000;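 active means mean activation above about 17%, with every replicate also reaching it, limit read from the data, passing the limit was not always enough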;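 further: fluorescence polarization rise as delta FosB binds a TAMRA Cdk5 AP-1 oligo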
RTF Ca sens act – cardiac RTF calcium sensitization. P19429+P45379. IANBD-labeled TnC RTF fluorescence at EC20 calcium; 0% EC20 calcium, 100% full calcium. activation, % at 7.2 µM. hit rate 0.24% among 340,000. AID 493008;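 active means activation above the mean over all tested compounds plus 3 SD, cut at about 30% in these data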;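 further: rise in fluorescence read as greater calcium sensitivity of cardiac thin filaments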
PfHsp90 set2 – growth inhibition of yeast expressing Plasmodium Hsp90 | S. cerevisiae expressing PfHsp90, BacTiter-Glo ATP, 48 h; yeast lacking PDR1 and PDR3 efflux regulators | inhibition, % at 9.4 µM | hit rate 0.32% among 310,000 | AID 504621;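 active means every replicate shows inhibition above about 80%, whatever the replicate mean, limit read from the data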;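 further: 0% = DMSO neutral controls and 100% = 20 µM radicicol positive controls; yeast relying on Plasmodium falciparum Hsp90 in place of its own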
Rtt109 Vps75 – C. albicans Rtt109 histone acetyltransferase inhibition. purified Rtt109/Vps75, ThioGlo CoA-SH fluorescence, 4 h. inhibition, % at 34.9 µM. hit rate 0.16% among 330,000;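 active means inhibition of at least 50% in every replicate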
RTF Ca sens inh – cardiac RTF calcium desensitization; P19429+P45379; IANBD-labeled cardiac RTF, Ca2+ fluorescence; inhibition, % at 7.15 µM; hit rate 0.12% among 340,000; AID 493244;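 active means inhibition above the mean inhibition of all tested compounds plus 3 SD, cut at about 17% in these data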;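 further: assay run at fixed EC70 calcium of 1.6 mM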
PvdQ acylase – blocks Pseudomonas aeruginosa PvdQ acylase activity. purified PvdQ acylase, fluorescence plate reader. inhibition, % at 10 µM. hit rate 0.063% among 340,000; in the data active means inhibition above about 30%, passing the limit was not always enough;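 further: 0% = vehicle neutral wells and 100% = reference inhibitor wells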
Active calls of the source: *; / = not tested or not shown. Rows were taken by chance; about 3.2% have a hit in one of these screens.

compound | Rtt109 Vps75 | Mot1-301 SUMO | RTF Ca sens inh | PvdQ acylase | CDK5 p35 inh | PfHsp90 set2 | C-LANA FP | Keap1-Nrf2 PPI | NSD2 HMT inh | dFosB activator | RTF Ca sens act
COc1ccc2oc(C)c(C(=O)Cn3ccnc3)c2c1 | 4.9 | -15.1 | -4.9 | 2.3 | -1.7 | 21.1 | -0.7 | -3.2 | 4.7 | -3.3 | -3.1
CCOC(=O)c1c(NC(=O)/C=C/C(=O)O)sc(C)c1-c1ccc(C(C)(C)C)cc1 | 6.2 | 12.1 | 4.4 | -0.8 | -1.4 | -23.0 | 10.7 | 1.5 | 68.9* | -8.0 | -3.6
O=C1c2ccccc2NC(c2ccncc2)N1c1ccccn1 (configuration not stated) | -497.4 | 507.7 | -9.7 | -13.9 | 0.4 | 3.8 | 0.4 | 2.3 | 0.2 | 3.1 | 0.1
COc1cccc(NC(=O)Cn2c(=O)oc3cc(S(=O)(=O)N4CCCC4)ccc32)c1 | 0.4 | -22.4 | -1.2 | -5.4 | 0.2 | -11.2 | 1.7 | 6.8 | -3.8 | 0.5 | -3.3
C#Cc1ccc(CN2CCCC(C(=O)Nc3ccccc3Oc3cccnc3)C2)cc1 (configuration not stated) | -2.7 | 10.7 | -4.6 | -7.9 | 0.1 | 4.1 | -0.2 | -5.8 | 2.6 | -8.0 | 1.6
C/C(=N\Nc1ccc([N+](=O)[O-])cc1)c1ccc(O)cc1 | 4.4 | 337.2* | / | -0.9 | 0.9 | -42.4 | -2.3 | -11.6 | 3.3 | -5.3 | /
CCOC(=O)c1c(NC(=O)c2ccco2)sc(C(=O)N2CCCC2)c1C | -11.0 | -5.1 | -9.6 | -4.4 | 0.5 | / | 1.5 | -2.6 | -0.1 | -25.3 | -6.6
CCc1ccc(NC(=O)CSc2nc(=O)n3cc(C)ccc3n2)cc1 | -5.1 | -9.2 | -6.2 | -10.2 | -0.9 | / | 0.0 | 1.3 | -1.0 | -6.8 | 0.4
CCOC(=O)c1sc(=S)n(-c2ccccc2Cl)c1SC | / | -17.4 | 1.0 | 5.1 | -0.1 | / | -1.5 | -2.6 | 1.5 | -5.9 | 3.8
CCn1cc(C(=O)O)c(=O)c2cc(F)c(N3CCN(C(=S)NC(=O)c4ccc(F)cc4)CC3)cc21 | -7.4 | -13.1 | -3.1 | 1.9 | 0.2 | 2.1 | -0.2 | -0.6 | 2.1 | -5.7 | -3.8
O=C(O)C1CCN(C(=O)c2cccc3ccccc23)CC1 | 4.2 | -15.0 | -0.3 | -21.5 | -1.3 | -11.2 | -0.8 | -6.7 | -1.5 | -9.0 | 5.8
O=C(Nc1cc2c3c(c1)CC(=O)N3CCC2)c1ccc(Cl)cc1 | 3.6 | -0.5 | 11.3 | -4.3 | -1.5 | 8.6 | 1.0 | -3.3 | -2.5 | -3.9 | -3.3
COc1ccc2oc(C(=O)OCC(=O)N(Cc3ccccc3)C(C)C)c(C)c2c1 | 5.5 | -7.9 | 2.0 | 4.6 | 0.5 | / | -1.0 | -6.0 | -2.3 | -8.0 | 8.2
COCCn1c(=NC(=O)CSC(C)=O)sc2cc(F)ccc21 | 10.5 | 26.4 | -7.5 | -11.6 | 1.3 | -8.3 | 0.5 | -6.8 | 31.3 | -9.3 | -1.3
CCC(NC(=O)NCc1ccccc1)(C(F)(F)F)C(F)(F)F | 5.6 | -10.6 | -2.9 | -23.9 | 2.0 | -9.2 | 4.6 | 0.5 | -2.9 | -8.4 | 8.0
O=C(CCc1nc2ccccc2c(=O)[nH]1)Nc1nc(-c2cccs2)cs1 | -3.8 | 5.0 | -8.4 | -14.3 | 1.6 | / | 1.2 | -3.6 | 4.7 | 26.1* | -2.2
CCCCN(C(=O)CCNC(=O)NC12CC3CC(CC(C3)C1)C2)c1c(N)n(CCC)c(=O)[nH]c1=O | 21.9 | -4.8 | -27.1 | -6.5 | -6.9 | 4.5 | 0.3 | -0.8 | 1.0 | -4.0 | -8.9
Cc1sc(NC(=O)CSc2nnc(-c3ccccc3)o2)c(C#N)c1C | -6.9 | -12.2 | -1.1 | -7.9 | -0.5 | / | -0.9 | 3.1 | -0.7 | -5.3 | 4.8
CCOC(=O)c1cnc2ccc(C(=O)OC)cc2c1Nc1ccc(C(=O)O)cc1 | / | -29.4 | -5.5 | 2.1 | -0.7 | -10.3 | 1.1 | -2.6 | 4.4 | -2.3 | -2.7
COc1ccccc1CCNC(=O)c1ccccc1SCC(=O)N1CCCC1 | -3.6 | 5.5 | 2.4 | -0.8 | 2.1 | / | 0.7 | -2.2 | -1.5 | -3.2 | -0.1
COc1ccc(NC(=O)N(C)C[C@H]2Oc3c(NC(=O)NC4CCCCC4)cccc3C(=O)N([C@H](C)CO)C[C@@H]2C)cc1 | -5.0 | -4.7 | -15.2 | -5.8 | -0.9 | 4.1 | 0.8 | 1.9 | / | -7.0 | -4.3
Cc1ccc2c(c1)N(S(=O)(=O)c1ccc3c(c1)NC(=O)CC(=O)N3)CCO2 | 3.1 | / | -2.3 | -5.4 | 1.0 | 9.3 | -1.6 | -5.9 | / | -2.4 | 9.2
Cc1ccc(C(C(=O)NC2CCCC2)N(Cc2cccs2)C(=O)CNC(=O)c2cccs2)o1 (configuration not stated) | 17.2 | -2.9 | -19.8 | -9.0 | -0.3 | 22.4 | -1.4 | -1.0 | -0.6 | -12.6 | 5.2
Cn1c(SCC(=O)c2ccc3c(c2)OCCO3)nnc1C(F)(F)F | -9.9 | -6.6 | -4.3 | 24.5 | -0.3 | -15.8 | 1.7 | -3.8 | 0.4 | -1.3 | -5.5
COc1cc(C(C(=O)NCC2CCCO2)N(C(=O)Cn2nnc3ccccc32)c2ccc(OC)c(OC)c2)ccc1O (configuration not stated) | 1.2 | -11.0 | -12.0 | -7.6 | 0.9 | -32.0 | -2.0 | -1.1 | -5.9 | -8.9 | -2.3
O=C(c1cnn2ccccc12)N1CCN(C2CCCCC2)CC1 | -2.4 | 0.8 | -4.6 | 3.2 | 0.5 | 4.2 | 0.0 | 3.2 | / | -3.9 | -1.1
CC(=O)[C@@H]1[C@@H]2C(=O)N(Cc3ccccc3)C(=O)[C@@H]2C2c3ccccc3C=CN21 (some centres not stated) | -8.3 | -11.7 | -17.9 | -15.1 | 1.4 | 10.3 | 19.0 | -1.6 | / | -4.8 | 8.5
Cn1c(N)c(C(=O)COC(=O)C2CCCN2C(=O)c2cccs2)c(=O)n(C)c1=O (configuration not stated) | -2.7 | 148.3 | -3.1 | -6.9 | -0.1 | -11.6 | -0.6 | -2.5 | -2.0 | -8.7 | 4.8
O=C(O)c1cc(-c2ccc(N3CCOCC3)cc2)nn1-c1ccc(F)cc1 | -5.5 | 77.9 | 6.0 | -0.9 | -0.5 | 13.1 | -0.2 | 2.8 | -5.8 | 1.6 | 3.2
CC(=O)OCCCNc1cc(Sc2ccc(C)cc2)c2nonc2c1[N+](=O)[O-] | -2.9 | -1.8 | -7.7 | -0.6 | 1.8 | 11.5 | -0.8 | -4.4 | -0.6 | -4.2 | 0.9
Cc1nnc(N/N=C/c2cccc(C(F)(F)F)c2)n1N | -5.3 | -6.9 | -12.2 | -9.2 | 0.4 | 4.0 | 0.5 | -1.5 | 24.8 | -0.4 | -6.9
CCN(CC)c1cc(C)c2cc(NC(=O)CNC(C)=O)ccc2n1 | -8.0 | -17.8 | -9.9 | -5.9 | 0.2 | / | 0.1 | -0.7 | -1.0 | -2.4 | 0.2
CCOc1ccc(CNC(=O)NS(=O)(=O)c2ccc(OC)cc2)cc1 | 7.7 | -9.2 | -8.3 | -2.1 | -2.8 | 8.4 | -0.7 | 1.0 | -2.0 | -3.0 | -2.7
O=C(O)C1CSC(c2ccccc2)N1C(=O)c1ccco1 (configuration not stated) | / | -6.3 | -2.2 | 2.8 | 1.1 | -3.0 | 1.3 | -4.3 | 2.1 | -1.3 | 2.2
Cn1nnnc1SCC(=O)Nc1ccc2c(c1)OCO2 | -11.1 | -1.2 | 3.3 | -8.5 | 1.4 | 2.6 | 0.6 | -4.5 | 2.9 | -1.1 | 1.3
C=C(C)CNC(=O)CCc1nnc(C2(c3ccc(Cl)cc3)CCC2)o1 | 3.6 | -11.7 | -3.2 | -8.4 | -1.5 | 23.7 | -0.4 | 0.6 | -3.0 | 0.8 | 7.6
CN(NC(=O)c1ccc(Cl)cc1)c1cccc(Cl)n1 | -4.3 | -15.6 | 1.9 | 8.3 | -0.7 | 6.3 | 1.0 | 1.0 | -4.4 | -4.5 | -2.5
COc1cc([N+](=O)[O-])c(OC)cc1SCc1n[nH]c(=S)n1-c1ccc(C)cc1 | 12.1 | -0.7 | -10.6 | -11.4 | 1.1 | -25.1 | 0.2 | -4.1 | 4.3 | -2.5 | -4.0
Cc1ccc(OCc2nnc(SCc3nc4ccccc4[nH]3)n2Cc2ccco2)cc1 | 4.4 | 138.6 | -4.8 | -17.3 | -6.1 | 3.2 | -2.8 | -9.3 | / | -9.4 | 10.2
O=C1C=C(NCc2ccncc2)CC(c2ccccc2)C1 (configuration not stated) | -2.9 | 7.4 | -4.2 | -15.7 | -0.1 | -19.4 | 2.4 | 0.7 | 1.8 | -3.1 | -2.2
CCCNC(=O)c1ccccc1NC(=O)CN(c1ccccc1)S(=O)(=O)N(C)C | 4.7 | -8.1 | 2.1 | 5.3 | -0.4 | -13.5 | -1.1 | 1.8 | 1.2 | 1.3 | -0.3
Cn1c(=O)c2sccc2n(Cc2cccc(Br)c2)c1=O | 7.5 | -5.4 | -15.0 | 12.4 | -1.7 | -12.1 | -0.3 | -4.2 | 6.9 | -10.8 | 0.5
CN(C)C(=O)CSc1nnc(Cc2ccccc2)n1Cc1ccco1 | -1.8 | 5.0 | 2.6 | -13.6 | 2.1 | / | 0.0 | -1.4 | 17.6 | -2.9 | 1.0
COc1ccccc1C1CCN(C(=O)c2ccc(Cl)cc2)CC1 | 3.7 | 12.2 | -4.1 | -0.6 | -0.8 | 23.7 | -3.2 | -0.2 | -5.0 | -2.5 | 1.2
COc1cc(/C=C(/NC(=O)c2ccc(Cl)cc2Cl)C(=O)O)cc(OC)c1OC | -5.1 | -2.3 | -9.5 | -0.7 | 0.6 | -25.5 | 2.8 | -2.6 | -2.5 | 4.3 | -3.1
Cc1ccc(N/N=C2/CCCNC2=O)cc1 | -0.2 | 527.6* | -3.6 | 2.9 | -1.4 | 7.7 | 1.0 | 0.2 | 22.5 | -7.1 | -5.3
COc1ccc(C(Nc2ccc(S(=O)(=O)NCC3CCCO3)cc2)C(=O)NC(C)(C)C)cc1OC (configuration not stated) | -0.5 | -11.2 | -24.8 | -17.7 | -1.3 | 10.3 | 4.1 | -4.8 | -2.4 | -6.6 | 17.5
